# Screening data deposited in PubChem by Broad Institute.
# CAL PDZ FP-1: CAL PDZ (human) peptide binding inhibition. Q9HD26. AID 602252. purified CAL PDZ, TMR-peptide fluorescence polarization, 1 h. inhibition, % at 24.9 µM. 300,000 tested, 0.92% active;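 active means mean inhibition of at least 30% with at least half of replicates also reaching 30%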;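 further: 0% = DMSO neutral control and 100% = excess unlabeled competitor peptide PRC23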
# SR-BI DiI inh: inhibitors of mouse SR-BI mediated HDL lipid uptake; 320,000 tested, 0.96% active; Q61009; ldlA[mSR-BI] CHO cells, DiI-HDL uptake fluorescence, 3 h; inhibition, % at 12.5 µM;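 active means mean replicate inhibition of at least 70% and a set share of replicates each scoring 70 or more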;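 further: 0% = median of neutral control wells and 100% = median of positive control wells; values of inactives mirror those of a sister screen read the other way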
# Target sequence (Q61009 whole entry, looked up): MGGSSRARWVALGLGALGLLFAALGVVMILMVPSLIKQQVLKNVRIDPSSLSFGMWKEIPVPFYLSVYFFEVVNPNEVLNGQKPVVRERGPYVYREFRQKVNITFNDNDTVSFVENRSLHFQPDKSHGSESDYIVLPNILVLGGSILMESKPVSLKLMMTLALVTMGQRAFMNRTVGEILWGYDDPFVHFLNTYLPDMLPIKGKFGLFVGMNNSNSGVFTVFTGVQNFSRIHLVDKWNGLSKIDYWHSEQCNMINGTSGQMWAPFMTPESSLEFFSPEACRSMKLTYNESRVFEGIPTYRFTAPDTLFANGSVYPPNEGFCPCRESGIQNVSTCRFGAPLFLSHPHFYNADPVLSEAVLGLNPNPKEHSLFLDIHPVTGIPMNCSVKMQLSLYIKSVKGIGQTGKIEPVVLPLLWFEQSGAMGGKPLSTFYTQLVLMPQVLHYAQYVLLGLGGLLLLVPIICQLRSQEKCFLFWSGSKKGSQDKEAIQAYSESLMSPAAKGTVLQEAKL
# NSD2 inh: NSD2 (human) methyltransferase inhibition; O96028; NSD2 peptide methylation, AlphaScreen, 120 min; inhibition, % at 12.5 µM; 310,000 tested, 0.54% active; AID 743445; in the data active means inhibition above about 50%
# CAL PDZ FP-2: inhibitors of human CAL PDZ peptide binding; Q9HD26; purified CAL PDZ, TMR-peptide fluorescence polarization, 1 h; inhibition, % at 20 µM; 330,000 tested, 0.02% active; AID 504414;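 active means highest replicate inhibition of at least 40%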;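 further: plate controls were DMSO neutral control wells for no effect and unlabeled competitor peptide control wells for full effect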
#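 System: purified tagged CAL PDZ domain construct (CerCALP). Schedule: 1 h incubation at room temperature before polarization reading. Medium: 25 mM sodium phosphate pH 7.4, 150 mM NaCl, TCEP, IgG, Thesit. Read-out: percent inhibition from loss of millipolarization. Measured by: FP readout, S and P plane fluorescence. Probe or stimulus: fluorescent TMR peptide probe.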
# dFosB activator: mouse delta FosB homodimer activation | P13346 | purified delta FosB, TAMRA-CDK5 oligo fluorescence polarization; percent of positive-control signal above neutral wells | activation, % at 25 µM | 340,000 tested, 0.99% active;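 active means mean activation above about 17%, with every replicate also reaching it, limit read from the data, passing the limit was not always enough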;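 further: fluorescence polarization rise as delta FosB binds a TAMRA Cdk5 AP-1 oligo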
# PvdQ acylase: blocks Pseudomonas aeruginosa PvdQ acylase activity; purified PvdQ acylase, fluorescence plate reader; inhibition, % at 10 µM; 340,000 tested, 0.063% active; AID 488965; in the data active means inhibition above about 30%, passing the limit was not always enough;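 further: 0% = vehicle neutral wells and 100% = reference inhibitor wells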
# PfHsp90 set2: inhibits growth of yeast expressing Plasmodium falciparum Hsp90; S. cerevisiae expressing PfHsp90, BacTiter-Glo ATP, 48 h; yeast lacking PDR1 and PDR3 efflux regulators; inhibition, % at 9.4 µM; 310,000 tested, 0.32% active;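 active means every replicate shows inhibition above about 80%, whatever the replicate mean, limit read from the data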;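 further: 0% = DMSO neutral controls and 100% = 20 µM radicicol positive controls; yeast relying on Plasmodium falciparum Hsp90 in place of its own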
# Rtt109 HAT inh: blocks Candida albicans Rtt109/Vps75 acetyltransferase activity; AID 540336; inhibition, % at 34.9 µM; purified Rtt109/Vps75, ThioGlo CoA-SH fluorescence, 4 h; 330,000 tested, 0.16% active; Q5AAJ8;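 active means inhibition of at least 50% in every replicate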
# Target sequence (Q5AAJ8 whole entry, looked up): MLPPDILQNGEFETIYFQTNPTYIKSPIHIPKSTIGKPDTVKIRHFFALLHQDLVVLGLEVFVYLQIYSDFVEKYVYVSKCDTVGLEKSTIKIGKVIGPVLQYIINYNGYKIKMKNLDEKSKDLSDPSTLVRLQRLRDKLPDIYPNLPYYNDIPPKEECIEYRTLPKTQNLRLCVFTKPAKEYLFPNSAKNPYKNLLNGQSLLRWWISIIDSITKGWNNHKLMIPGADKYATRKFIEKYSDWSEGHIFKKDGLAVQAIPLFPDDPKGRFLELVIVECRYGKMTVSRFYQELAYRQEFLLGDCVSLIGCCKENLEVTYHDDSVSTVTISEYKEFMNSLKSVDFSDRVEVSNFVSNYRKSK
# MITF TRPM1 HTS: MITF TRPM1 promoter activation in melanoma cells; SK-MEL-5 TRPM1-promoter luciferase, 24 h; % of positive control, neutral wells = 0; activation, % at 12.5 µM; 300,000 tested, 0.75% active; AID 588334;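 active means mean activation of at least 80% with every replicate also reaching 80%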;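 further: 0% = neutral control wells and 100% = parthenolide positive control wells; values of inactives mirror those of a sister screen read the other way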
# SR-BI uptake up: activators of SR-BI mediated HDL lipid uptake; 320,000 tested, 0.096% active; CHO ldlA[mSR-BI] cells, DiI-HDL uptake fluorescence, 3 h; 100 = double the neutral-control signal; AID 504775; activation, % at 12.5 µM;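 active means mean replicate activation of at least 60% and every replicate at or above 60%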;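 further: 0% = median plate neutral-control signal and 100% = twice that signal; values of inactives mirror those of a sister screen read the other way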
#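 Assay system: LDL receptor-deficient CHO ldlA cells overexpressing murine SR-BI / Medium: BSA-supplemented, HEPES-buffered Ham's F12, pH 7.4 / Probe or stimulus: DiI-labelled HDL at 10 µg/mL final / Timing: compound with DiI-HDL co-incubation, 3 h at 37 °C / Technique: bottom-read cell fluorescence after medium removal, ex 550/em 595 nm / Measure: HDL uptake via cellular fluorescence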
# * marks the source's active call; other numbers are inactive results; / = not tested or not shown.
# Below each compound – CAL PDZ FP-1, SR-BI DiI inh, NSD2 inh, CAL PDZ FP-2, dFosB activator, PvdQ acylase, PfHsp90 set2, Rtt109 HAT inh, MITF TRPM1 HTS, SR-BI uptake up
> COc1cc(/C=N/NC(=O)c2c(-c3c(Cl)cccc3Cl)noc2C)ccc1OCC(N)=O
 : 4, -35, 0, -2.8, -1, -5, 17, 4, 5, /
> O=C(NCCCN1CCCC1)Nc1ccc(F)cc1
 : -1, -16, 1, -1.1, 5, -8, 15, -3, -6, 16
> Cn1cccc1CNC(=S)Nc1ccccc1F
 : -3, /, 4, -2.4, -5, -14, -5, -1, 2, /
> COc1ccccc1CNC(=O)N1CCN(S(=O)(=O)c2ccc(Cl)cc2)CC1
 : -1, -20, 6, -0.2, -8, -17, -10, -6, 6, 20
> CCOC(=O)CCCNC(=O)CCNC(=O)c1ccc(OC(C)C)cc1
 : 0, /, -4, -2.6, -5, -10, 37, 1, 3, /
> COc1ccc(/C(N)=N/OC(=O)c2cccc([N+](=O)[O-])c2C)cc1
 : -7, 37, 1, -2.9, -2, -1, -18, 1, 25, -37
> Cc1[nH]c(=O)[nH]c(=O)c1S(=O)(=O)Nc1ccc(S(N)(=O)=O)cc1
 : /, -19, -4, -0.9, 0, -3, -10, -3, -2, 19
> Cc1noc(C)c1COC(=O)c1cc2ccccc2cc1O
 : -1, 1, -2, -2.3, -8, -9, -1, 2, 5, -1
> O=C(O)c1ccccc1SC1CC(=O)N(C2CCCCC2)C1=O (configuration not stated)
 : /, -18, /, -2.3, -1, -18, -31, -5, /, 18
> Cc1cc(S(=O)(=O)NCCC2=CCCCC2)ccc1Br
 : -1, 1, -3, -2.8, -3, 8, 4, 2, 0, -1
> CN1CCCN(S(=O)(=O)c2ccc3ccccc3c2)CC1
 : 1, /, 8, -2.7, -2, -10, 2, -1, /, /
> CC(Oc1ccccc1)C(=O)Nc1ccccc1O (configuration not stated)
 : 1, -15, -2, -1.0, 5, -10, 29, -19, /, 15
> Cc1ccc(NS(=O)(=O)c2cc(OCC(N)=O)c(C)cc2Cl)cc1C
 : -3, 9, -3, -0.3, -6, 14, -16, -2, -21, -9
> c1ccc(CCc2cc3ccccc3[nH]2)cc1
 : -4, 18, /, 0.6, 1, -16, -33, 2, 52, -18
> CC(/C=N/n1c(C2CCCCC2)n[nH]c1=S)=C\c1ccccc1
 : -2, 10, 6, -0.8, -7, -3, -29, 1, /, -10

# An excerpt of these results, as labelled records:
structure: COc1cc(/C=N/NC(=O)c2c(-c3c(Cl)cccc3Cl)noc2C)ccc1OCC(N)=O
- CAL PDZ FP-1: 4
- SR-BI DiI inh: -35
- NSD2 inh: 0
- CAL PDZ FP-2: -2.8
- dFosB activator: -1
- PvdQ acylase: -5
- PfHsp90 set2: 17
- Rtt109 HAT inh: 4
- MITF TRPM1 HTS: 5
- SR-BI uptake up: /

structure: c1ccc(CCc2cc3ccccc3[nH]2)cc1
- CAL PDZ FP-1: -4
- SR-BI DiI inh: 18
- NSD2 inh: /
- CAL PDZ FP-2: 0.6
- dFosB activator: 1
- PvdQ acylase: -16
- PfHsp90 set2: -33
- Rtt109 HAT inh: 2
- MITF TRPM1 HTS: 52
- SR-BI uptake up: -18

structure: COc1ccccc1CNC(=O)N1CCN(S(=O)(=O)c2ccc(Cl)cc2)CC1
- CAL PDZ FP-1: -1
- SR-BI DiI inh: -20
- NSD2 inh: 6
- CAL PDZ FP-2: -0.2
- dFosB activator: -8
- PvdQ acylase: -17
- PfHsp90 set2: -10
- Rtt109 HAT inh: -6
- MITF TRPM1 HTS: 6
- SR-BI uptake up: 20

structure: Cn1cccc1CNC(=S)Nc1ccccc1F
- CAL PDZ FP-1: -3
- SR-BI DiI inh: /
- NSD2 inh: 4
- CAL PDZ FP-2: -2.4
- dFosB activator: -5
- PvdQ acylase: -14
- PfHsp90 set2: -5
- Rtt109 HAT inh: -1
- MITF TRPM1 HTS: 2
- SR-BI uptake up: /

# (next part)
# Below each compound – CAL PDZ FP-1, SR-BI DiI inh, NSD2 inh, CAL PDZ FP-2, dFosB activator, PvdQ acylase, PfHsp90 set2, Rtt109 HAT inh, MITF TRPM1 HTS, SR-BI uptake up
> CCC(=O)N1CCN(c2ccc(Cl)cc2NC(=O)c2ccc([N+](=O)[O-])o2)CC1
 : -5, 49, 1, -1.6, 0, 1, -5, 11, -68, -49
> CCOC(=O)Cc1ccc(NC(=O)c2ccccc2Br)cc1
 : /, -2, 0, -0.2, -3, -2, 6, -2, 14, 2
> C=CCOc1ccc(CN(C)C(=O)c2ccc(CNS(=O)(=O)c3ccc(C)c(C)c3)cc2)cc1
 : -6, 14, -2, -0.4, -10, -12, -19, 1, -18, -14
> Cn1cccc1Cc1nnc(SCC(=O)NCc2ccc3c(c2)OCO3)n1CCc1ccccc1
 : 0, 17, 9, -2.4, -11, -23, -12, 1, 5, -17
> Cc1cnc(NC(=O)CSc2nnc(Cc3ccccc3)n2C)s1
 : -4, -7, 2, -0.4, 4, -11, -6, 7, -12, 7
> Cc1ccc(NS(=O)(=O)c2ccc(-c3cnc(C4CC4)o3)cc2)c(C)c1
 : 1, -14, 8, -3.0, -13, -1, -3, -7, -5, 14
> Cc1c(NC(=O)c2cc(-c3ccc(Cl)c(Cl)c3)on2)c(=O)n(-c2ccccc2)n1C
 : 5, 35, 5, -0.5, -2, 4, 15, 15, 5, -35
> CCOCC(O)CSCc1ccc(Cl)cc1 (configuration not stated)
 : -1, 8, 0, -0.7, 2, 6, -68, -2, /, -8
> COCCCNCCCOc1ccc(C)cc1Br
 : -2, -3, 6, -2.3, -1, -8, 3, -4, 5, 3
> Cc1ccc(NCc2nnc(SCC(=O)N3CCc4ccccc43)n2C)cc1
 : -1, 7, -2, 0.6, -8, -1, 13, 2, -7, -7
> Cc1ccc(S(=O)(=O)N2CCCCC2)cc1NC(=O)Cn1cnnn1
 : -3, -7, -3, 1.8, 0, -5, 36, -1, 8, 7
> COc1ccc2sc3c(=O)[nH]c4ccccc4c3c2c1
 : -1, 8, 1, -5.3, -16, -6, /, 7, -44, -8
> Cc1cccc(C)c1NC(=O)C1CCN(C(=O)c2cccs2)CC1
 : -3, -29, 9, -2.6, -9, -11, -20, -1, 4, 29
> Cc1nn(-c2ccccc2)c(C)c1/C=C/C(=O)OC(C)C(=O)Nc1ncc(Cl)cc1Cl (configuration not stated)
 : -6, 4, -2, -0.8, -8, -1, 2, 7, 4, -4
> CC1CCCCC1NC(=O)C1CC(=O)N(Cc2ccccc2)C1 (configuration not stated)
 : -7, -7, 2, 0.2, -1, -14, -4, -6, -1, 7
> O=C1OC(c2ccc(Cl)cc2)=N/C1=C\c1cccnc1
 : -4, -1, 1, -0.3, 6, 7, -22, -14, -3, 1
> CCOC(=O)C1CCCN(C(=O)CSCc2ccccc2)C1 (configuration not stated)
 : /, -4, -1, -1.5, 6, -11, -11, -2, 62, 4
> CC(O)CO (configuration not stated)
 : 6, -13, /, -0.7, 2, -15, -1, 3, 0, 13
> C=CC[C@@H](CC(=O)NCCO)C(=O)NC[C@@H](OC(=O)[C@H](CC=C)CC(=O)OC(C)(C)C)c1ccccc1
 : -2, 9, /, -0.5, -14, 1, -11, -1, 1, -9
> NS(=O)(=O)c1ccc(CCNC(=O)COC(=O)/C=C/c2ccc(Cl)cc2)cc1
 : -11, 8, -3, -0.5, 21*, -13, -12, -6, -7, -8
> Cc1ccc(S(=O)(=O)N2CCOCC2)cc1NC(=O)COC(=O)Cc1ccc(Cl)cc1
 : -1, -9, -3, 0.2, -10, -7, -3, 2, 3, 9
> CCOc1nc(S(=O)(=O)c2ccc(C)cc2)c(Cl)s1
 : 0, 19, -2, -3.0, -2, -8, -22, -3, 3, -19
> Cc1ccc(C(=O)C(C)OC(=O)c2cc3cc([N+](=O)[O-])ccc3oc2=O)cc1 (configuration not stated)
 : -23, -23, 2, -1.6, 3, 0, 21, /, 7, 23
> CCNc1nc(OC)nc(SCC(=O)Nc2ccccc2)n1
 : 2, /, -1, -0.5, -3, -11, -16, -8, 13, /
> O=C(Nc1cccc(C(F)(F)F)c1)c1cc2c(s1)-c1ccccc1OC2
 : -3, 4, 4, -1.1, -4, 0, 24, 4, -3, -4
> CCN(c1ccccc1)S(=O)(=O)c1ccc(C(=O)Nc2ncccc2C)cc1
 : -12, -22, 3, -1.9, -4, -3, 1, 4, 0, 22
> CCc1ccc(CN2CCC(n3nccc3NC(=O)c3cccc(F)c3)CC2)cc1
 : -2, 5, 0, -1.6, -15, -13, 2, 6, -4, -5
> COc1ccc(NC(=O)COc2cccnc2[N+](=O)[O-])cc1OC
 : -3, 0, -3, -2.6, 2, -14, 13, 1, 3, 0
> CCC(C(=O)NC(C)(C)C)N(Cc1ccco1)C(=O)Cn1nnc(-c2ccc(F)cc2)n1 (configuration not stated)
 : -3, 23, /, -0.3, -16, -8, 14, -1, -8, -23
> Cc1ccc(S(=O)(=O)N2CCN(S(=O)(=O)N3CCCCC3)CC2)c(C)c1
 : -1, 7, /, -0.1, -13, -23, -33, 2, -7, -7
> Cc1ccccc1-n1c(=O)cc(N2CCC3(CC2)OCCO3)[nH]c1=O
 : -2, -6, -2, 1.7, 2, -26, 9, 9, 6, 6
> CC(=O)c1ccc(N(CC(=O)NC2CCCC2)C(=O)c2ccc(C)s2)cc1
 : 3, /, -3, -0.2, -5, -6, 17, 7, -1, /
> O=C(/C=C/c1c(F)cccc1Cl)N1CCc2ccccc2C1
 : /, -2, -1, -2.5, -14, -13, -96, -3, 25, 2
> COc1ccc(CSCCc2n[nH]c(=S)n2-c2ccccc2)cc1
 : -2, 15, 3, -0.9, -4, -9, /, -3, -1, -15
> COc1ccc(NC(=O)Cn2nnc(C(=O)NCc3ccco3)c2N)cc1
 : -1, -19, -3, -1.6, 4, 7, 8, 12, -5, 19
> CC(C)n1nc(C(=O)NCCc2ccc(S(N)(=O)=O)cc2)c2ccccc2c1=O
 : -7, 26, 12, -1.5, -7, 3, -1, 24, -10, -26
> CCOc1ccc(/C=C/C(=O)c2c(O)c3ccccc3oc2=O)cc1
 : -1, 3, 8, -1.1, -7, -14, 6, 6, -10, -3
> CC(=O)NNc1ncnc2ccccc12
 : 13, -35, -2, -0.5, -5, -2, -15, 22, -25, 35
> COc1cccc(-c2csc(NC(=O)Nc3ccccc3)n2)c1
 : -6, 77*, 4, -2.7, 3, -12, 1, 13, -3, -77
> O=C(Nc1cccc(S(=O)(=O)N2CCCCCC2)c1)C1CCN(C(=O)c2ccc(F)cc2)CC1
 : -3, 23, -1, -3.4, -4, -10, /, -4, -21, -23
> O=C(COC(=O)Cc1c(F)cccc1Cl)NNC(=O)c1ccccc1
 : 1, -3, 10, -0.1, -9, -16, 4, -6, -5, 3
> NC(=O)C1CCN(CCC(=O)Nc2ccc(Br)cc2)CC1
 : -3, 3, -2, -1.1, 1, -3, 13, 20, 3, -3

# Hits appear at their usual frequency; 4.3% or so of the library scored in one or more.
